Source: PubChem (National Center for Advancing Translational Sciences (NCATS))
TrxR1 substrate: qHTS Assay for Substrates of Mammalian Selenoprotein Thioredoxin Reductase 1 (TrxR1): qHTS; purified TrxR1 substrate turnover, NADPH consumption readout; AID 588456, 2011; Thioredoxin reductase 1, cytoplasmic (Rattus norvegicus), O89049; hit rate 0.01% among 390,000; Potency, µM (series often up to 114 µM), without a hit: top-dose activity change, negative = substrate turnover; also: % is scaled to controls: 0 for no effect and ±100 for the full control effect; nearly all actives have a fitted effect of over 50% in size
Target sequence (O89049 whole entry, looked up): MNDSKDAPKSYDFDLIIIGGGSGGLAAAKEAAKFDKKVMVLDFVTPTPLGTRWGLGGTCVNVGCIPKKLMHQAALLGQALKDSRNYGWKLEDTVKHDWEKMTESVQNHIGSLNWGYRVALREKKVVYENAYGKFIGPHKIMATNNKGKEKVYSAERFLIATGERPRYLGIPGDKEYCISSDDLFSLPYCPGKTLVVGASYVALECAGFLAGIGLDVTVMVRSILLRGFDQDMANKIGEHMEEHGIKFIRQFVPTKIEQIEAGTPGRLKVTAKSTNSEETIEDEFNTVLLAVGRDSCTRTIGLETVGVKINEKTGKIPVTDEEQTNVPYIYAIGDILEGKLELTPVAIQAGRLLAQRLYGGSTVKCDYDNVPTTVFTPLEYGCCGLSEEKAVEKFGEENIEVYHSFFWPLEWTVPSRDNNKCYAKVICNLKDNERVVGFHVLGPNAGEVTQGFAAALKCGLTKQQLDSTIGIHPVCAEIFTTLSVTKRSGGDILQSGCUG
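Rat TrxR1, dispensed at 90 nM, was prereduced with 400 uM NADPH (final) for 5 min at ~22 deg C, then incubated with compound 15 min before 400 uM selenite. A first-read NADPH fluorescence drop versus no-compound background flagged substrates.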
ALOX12 inh: Primary qHTS assay for inhibitors of human arachidonate 12S-lipoxygenase (ALOX12): Round 2; AID 1671190, 2021; Polyunsaturated fatty acid lipoxygenase ALOX12 (Homo sapiens), P18054; hit rate 1.1% among 580,000; purified 12hLO, xylenol orange hydroperoxide absorbance; Potency, µM (doses to about 108 µM), inactives show at the top dose activity change, negative = inhibition, most hits filed as inhibitors; also: % is scaled to controls: 0 for no effect and ±100 for the full control effect
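Purified human 12hLO (150 nM final) in 25 mM Hepes, 0.01% Triton X-100, pH 7.0 was preincubated 15 min at room temperature with compound. Then 40 uM arachidonic acid was added, 30 min. Hydroperoxide was read by Fe-XO absorbance ratio 573/405 nm.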
Vif-A3G inh: qHTS for Inhibitors of Vif-A3G Interactions: qHTS. DNA dC->dU-editing enzyme APOBEC-3G (Homo sapiens), Q9HC16. HeLa A3G-eYFP + Vif (tagged APOBEC3G with the HIV-1 protein that degrades it), YFP fluorescence, overnight. Potency, µM (top dose mostly 46.1 µM), inactives show top-dose activity, negative = active, most hits filed as inhibitors. hit rate 0.076% among 410,000. AID 602310, 2012;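 also: % is scaled to controls: 0 for no effect and ±100 for the full control effect; nearly all actives have a fitted effect of over 60% in size; hits raise eYFP signal because A3G escapes Vif-driven loss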
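Read-out is eYFP fluorescence (Ex 488/Em 500-530) from Vif-expressing HeLa A3G-eYFP cells; more signal means A3G escaped Vif-mediated degradation. Cells plated overnight, compound pinned in, incubated overnight at 37 deg C.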
TrxR1 inh: qHTS Assay for Inhibitors of Mammalian Selenoprotein Thioredoxin Reductase 1 (TrxR1): qHTS; AID 588453, 2011; Thioredoxin reductase 1, cytoplasmic (Rattus norvegicus), O89049; recombinant rTrxR1, NADPH fluorescence consumption, selenite substrate; hit rate 1% among 390,000; Potency, µM (top dose mostly 114 µM), inactives show at the highest dose activity change, negative = inhibition, most hits filed as inhibitors; also: % is scaled to controls: 0 for no effect and ±100 for the full control effect; nearly all actives have a fitted effect of over 65% in size
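Rat TrxR1 (90 nM in the dispensed reagent) was pre-reduced with 400 uM NADPH for 5 min at room temperature, then incubated with compound for 15 min. After 400 uM selenite was added, NADPH fluorescence (Ex 340/Em 450 nm) was followed for 8 min.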
IDH1 R132H inh: qHTS for Inhibitors of mutant isocitrate dehydrogenase 1 (IDH1): qHTS. Isocitrate dehydrogenase [NADP] cytoplasmic (Homo sapiens), O75874. AID 602179, 2012. IDH1-R132H enzyme, NADPH consumption, diaphorase/resazurin fluorescence. hit rate 0.093% among 390,000. Potency, µM (top dose mostly 76.6 µM), inactives show at the highest dose activity change, negative = inhibition, hits mostly inhibitors; also: % is scaled to controls: 0 for no effect and ±100 for the full control effect; nearly all actives have a fitted effect of over 65% in size
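IDH1-R132H (0.5 ug/mL dispensed) in pH 7.5 Tris buffer was preincubated 30 min with compound, then given a substrate mix of 0.016 mM NADPH and 2 mM alpha-KG for 80 min at room temperature; remaining NADPH was read by diaphorase/resazurin fluorescence.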
RGS4 inhibitor: Inhibitors of Regulator of G Protein Signaling (RGS) 4: qHTS; Regulator of G-protein signaling 4 (Homo sapiens), P49798; Transcreener GDP fluorescence polarization, RGS4-accelerated GTP hydrolysis; Potency, µM (top dose mostly 114 µM), for the others: top-dose activity change, negative = inhibition, most hits filed as inhibitors; hit rate 0.039% among 390,000; AID 504845, 2011; also: % is scaled to controls: 0 for no effect and ±100 for the full control effect; nearly all actives have a fitted effect of over 75% in size; some results filed as inactive show a strong effect at the top dose
Target sequence (P49798 whole entry, looked up): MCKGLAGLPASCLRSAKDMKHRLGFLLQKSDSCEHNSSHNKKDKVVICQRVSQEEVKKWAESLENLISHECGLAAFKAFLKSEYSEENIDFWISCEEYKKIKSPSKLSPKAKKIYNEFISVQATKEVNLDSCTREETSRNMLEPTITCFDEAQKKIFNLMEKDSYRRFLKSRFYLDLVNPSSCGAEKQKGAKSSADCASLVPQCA
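MLSMR compounds (23 nl, pin-transferred) preincubated 10 min at room temperature with a 500nM (2x) first reagent, then RGS4 at 900nM (2x) plus Transcreener GDP mix added; fluorescence polarization (620/688 nm) read before and after 90 min at 30 °C.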
Vif-APOBEC3F blk: qHTS for Inhibitors of Vif-A3F Interactions: qHTS; Potency, µM (titrated, usually from 46.1 µM), without a hit: at the top dose activity, negative = active; HeLa A3F-eYFP + Vif (tagged APOBEC3F with the HIV-1 protein that degrades it), YFP fluorescence increase; hit rate 0.2% among 390,000; also: % of control where 0% means no effect; nearly all actives have a fitted effect of over 65% in size
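HeLa cells stably expressing A3F-eYFP plus Vif, plated and incubated overnight at 37 deg C, then exposed to compounds overnight at 37 deg C. Blocked degradation read as raised yellow fluorescence (Ex 488/Em 500-530).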
RXFP1 agonist: qHTS Assay for Agonists of the Relaxin Receptor RXFP1; HEK293T-RXFP1 cAMP TR-FRET, 30 min; response scale: percent of porcine relaxin response, buffer zero; Potency, µM (highest dose often 57.5 µM), inactives show at the top dose activation, actives largely listed as activators; hit rate 0.3% among 370,000; AID 2676, 2010; also: % is scaled to controls: 0 for no effect and ±100 for the full control effect; nearly all actives have a fitted effect of over 60% in size; many of its hits are not listed in these tables
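HEK293T cells stably expressing RXFP1 were pretreated with the PDE4 inhibitor Ro 20174, exposed to compounds for 30 min at 37C, lysed, and cAMP was read by TR-FRET. Data normalized to buffer (basal) and 29 nM porcine relaxin (100%).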
USP1-UAF1 inh: Inhibitors of USP1/UAF1: Primary Screen; Ubiquitin carboxyl-terminal hydrolase 1 (Homo sapiens), O94782; recombinant USP1/UAF1, Ub-Rhodamine cleavage fluorescence; Potency, µM (doses to about 57.1 µM), for inactives: at the highest dose activity change, negative = inhibition, most hits filed as inhibitors; hit rate 0.23% among 390,000; AID 743255, 2014; also: % is scaled to controls: 0 for no effect and ±100 for the full control effect; nearly all actives have a fitted effect of over 60% in size; inactives centre near -12
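Step one: compound is pinned into 1nM USP1/UAF1 in HEPES pH 7.8 buffer with TCEP. Step two: 15 min room-temperature incubation. Step three: Ub-Rho (150nM final) starts cleavage, tracked by fluorescence over six one-minute reads.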
* marks the source's active call; other numbers are inactive results; ? = inconclusive; / = not tested or not shown; & = joins results of further samples; [ ] = dose if it differs, or a comment. Calls follow the shape of the dose curve; as a rule, active = well fitted curve in the direction sought with a large enough effect; inconclusive = small, poorly fitted or top-dose-only effect, or another doubt; inactive = no such curve, though single readings can be large; an effect the other way counts as inactive or inconclusive. Potency is read from the fitted curve at half-maximal effect. Some of the compounds tested (hit frequency here may not be typical).

Screens in order – TrxR1 substrate	ALOX12 inh	Vif-A3G inh	TrxR1 inh	IDH1 R132H inh	RGS4 inhibitor	Vif-APOBEC3F blk	RXFP1 agonist	USP1-UAF1 inh
- NCCc1nnc(SCc2ccccc2F)o1
→ 9%	-20%	-3%	14%	0%	6%	-2%	-0.2%	-17%
- O=C(Nc1nc2ccsc2c(=O)s1)C1CCC1
→ 9%[57.1 µM]	45%[activator]	-5%	4%	3%	-25%	-3%	0.0%	5%
- COc1ccc(-n2cnc3c(sc4nc(N5CCOCC5)c5c(c43)CCCC5)c2=O)cc1
→ 10%[57.1 µM]	3%	2%	13%[57.1 µM]	-7%	-16%	-1%	1.5%	-2%
- N/C(=N\OC(=O)c1ccco1)c1cccnc1
→ 7%[11.4 µM]	15%	-4%	19%[11.4 µM]	3%	-11%	-7%	0.3%	-7%
- CCC1CCCCN1CCCNC(=O)c1c(O)nc2ccccn2c1=O (stereo not drawn)
→ 30%&25%	-23%&0%	1%&-4%	25%&-10%	-7%&0%	2%&-1%	1%&0%	21%&26%	-26%&-23%
- CC1CCCC(C)N1C(=O)COC(=O)c1cc(Br)ccc1Cl (stereo not drawn)
→ 2%	0%	3%	9%	12%	-13%	15%	1.2%	-12%
- O=C(C1CCN(S(=O)(=O)c2cccs2)CC1)N(c1ccccn1)C1CCCCC1
→ -10%	?	-9%	1%	0%	-8%	6%	0.5%	-10%
- CN(CC1COc2ccccc2O1)C(=O)CSc1nncs1 (stereo not drawn)
→ -1%[57.1 µM]	-13%	3%	13%[57.1 µM]	0%	-23%	0%	/	-15%
- O=C(CCC1CCCC1)NNC(=O)c1ccccc1O
→ 8%	4%	3%	-13%	2%	-18%	-21%	-0.1%	-15%
- CCNC(=O)N1c2ccc(OC)cc2C(C)=CC1(C)C
→ 25%	-24%	3%	0%	8%	-37%	-5%	0.2%	-9%

A few values from the entries so far.
NCCc1nnc(SCc2ccccc2F)o1 – TrxR1 substrate: 9%
CCC1CCCCN1CCCNC(=O)c1c(O)nc2ccccn2c1=O (stereo not drawn) – Vif-APOBEC3F blk: 1%&0%

Given as comma-separated lines: part of the list above.
molecule,TrxR1 substrate,ALOX12 inh,Vif-A3G inh,TrxR1 inh,IDH1 R132H inh,RGS4 inhibitor,Vif-APOBEC3F blk,RXFP1 agonist,USP1-UAF1 inh
CCC1CCCCN1CCCNC(=O)c1c(O)nc2ccccn2c1=O (stereo not drawn),30%&25%,-23%&0%,1%&-4%,25%&-10%,-7%&0%,2%&-1%,1%&0%,21%&26%,-26%&-23%
CC1CCCC(C)N1C(=O)COC(=O)c1cc(Br)ccc1Cl (stereo not drawn),2%,0%,3%,9%,12%,-13%,15%,1.2%,-12%

(listing goes on)
Screens in order – TrxR1 substrate	ALOX12 inh	Vif-A3G inh	TrxR1 inh	IDH1 R132H inh	RGS4 inhibitor	Vif-APOBEC3F blk	RXFP1 agonist	USP1-UAF1 inh
- S=c1[nH]nc(/C=C/c2ccccc2)o1
→ -6%	-3%	-3%	18%	8%	-29%[56.9 µM]	4%	4.2%	-12%
- COc1ccc(N(CC(=O)NCc2ccco2)S(=O)(=O)c2ccc(C)cc2)cc1
→ -9%[57.1 µM]	/	-5%	39%[activator][57.1 µM]	6%	-36%	1%	-0.8%	-15%
- O=C(COC(=O)COc1cccc(Br)c1)Nc1ccc(F)cc1F
→ -11%	-1%	0%	11%	19%	-5%	-8%	1.6%	-15%
- Cc1ccc2nc(SCC(=O)Nc3ccc(F)cc3F)nc(=O)n2c1
→ 4%	4%	1%	6%	1%	-12%	7%	?	-17%
- Cc1c(OCC(=O)N(C)C)ccc2c3c(c(=O)oc12)CCCCC3
→ 138%[activator]	-1%	-1%	14%	-3%	13%	-6%	3.2%	-21%
- O=[N+]([O-])c1ccc(NCCCNS(=O)(=O)c2ccccc2)c(Cl)c1
→ -11%	-28%	-1%	5%[57.1 µM]	1%	-2%	1%	-0.2%	-19%

Sorted by value in Vif-APOBEC3F blk (high to low): some entries from above.
Structure | Vif-APOBEC3F blk
Cc1ccc2nc(SCC(=O)Nc3ccc(F)cc3F)nc(=O)n2c1 | 7%
S=c1[nH]nc(/C=C/c2ccccc2)o1 | 4%
COc1ccc(N(CC(=O)NCc2ccco2)S(=O)(=O)c2ccc(C)cc2)cc1 | 1%
Cc1c(OCC(=O)N(C)C)ccc2c3c(c(=O)oc12)CCCCC3 | -6%
O=C(COC(=O)COc1cccc(Br)c1)Nc1ccc(F)cc1F | -8%
